Pf Dd2 inh: P. falciparum Dd2 growth inhibitors, primary screen, SYBR Green fluorescence, single dose replicates; 72 h; hits give low values; activity change, % at 10 µM; hit rate 2.3% among 94,000; in the data active means activity change below about -80%
GASC1 inh: inhibitors of GASC-1 (KDM4C) histone demethylase, primary screen, biochemical, single concentration HTS; GST-KDM4C 2-372, H3K9me3 peptide, LANCE TR-FRET; Lysine-specific demethylase 4C (Homo sapiens), Q9H3R0; hit rate 0.15% among 96,000; inhibition, % at 12.5 µM; AID 720574, 2013;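 active means mean replicate inhibition above about 25%, with at least 55% of replicates also reaching it, limit read from the data, passing the limit was not always enough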
Target sequence (Q9H3R0 2-372 limits assumed): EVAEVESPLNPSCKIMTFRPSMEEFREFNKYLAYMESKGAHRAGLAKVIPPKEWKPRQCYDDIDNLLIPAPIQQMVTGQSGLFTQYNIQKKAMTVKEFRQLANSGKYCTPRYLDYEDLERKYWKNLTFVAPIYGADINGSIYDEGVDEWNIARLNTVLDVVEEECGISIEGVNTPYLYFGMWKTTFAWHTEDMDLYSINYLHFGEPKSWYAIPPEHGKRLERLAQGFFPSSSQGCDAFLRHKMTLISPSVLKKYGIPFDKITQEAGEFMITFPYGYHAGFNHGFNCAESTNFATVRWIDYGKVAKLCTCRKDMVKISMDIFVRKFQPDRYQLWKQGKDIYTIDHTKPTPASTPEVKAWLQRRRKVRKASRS
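Assay system: GST-GASC-1 enzyme fragment 2-372 | Amount: 10 nM enzyme | Medium: HEPES buffer, pH 7.5, plus ascorbate | Reagent: H3K9me3 peptide substrate, Fe(II), 2-oxoglutarate | Doses: Single-point compound screen | Incubation: 30 min demethylation and 1 h detection at room temperature | Measured by: LANCE TR-FRET, excitation 340 nm, emissions 618 and 671 nm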
Tcruzi prolif: T. cruzi intracellular proliferation inhibitors, primary screen, cell-based, beta-gal Tulahuen parasites, NIH3T3 host, luminescence | AID 624255, 2012 | inhibition, % at 8.34 µM | T. cruzi beta-gal in NIH3T3, GalScreen luminescence, 90 h | hit rate 5.9% among 77,000;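 active means mean inhibition above about 93%, with at least 55% of replicates each passing it, limit read from the data, passing the limit was not always enough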
C diff growth: C. difficile growth inhibitors, primary screen, HTS. growth activity, negative = inhibition, % at 16 µg/mL (by protocol). Clostridium difficile clinical isolate growth, OD600, 24 h; hits give low values. AID 1259249, 2017. hit rate 0.25% among 86,000;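 active means mean growth activity at or below -80% and every replicate also at or below -80%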;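 further: 0% = DMSO wells and -100% = levofloxacin 16 µg/mL wells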
Active calls of the source: *; · = not tested or not shown; & = joins results of further samples.

The line under a structure holds: Tcruzi prolif	Pf Dd2 inh	C diff growth	GASC1 inh
> CC(C)NC(=O)Nc1cccc2c1O[C@H](CN(C)C(=O)Nc1ccc(C(F)(F)F)cc1)[C@H](C)CN([C@H](C)CO)C2=O
 : 22	-22	-12	2.0
> O=C(C[C@H]1CC[C@@H]2NC[C@H](O)COC[C@H]2O1)NCCN1CCCCC1
 : 7	10	19&0	-0.7
> O=C(NCC[C@H]1CC[C@H](NC(=O)c2cccnc2)[C@@H](CO)O1)Nc1ccc(C(F)(F)F)cc1
 : -15	-16	·	-1.9
> CCCN1[C@@H]2c3ccc(/C=C/c4ccccc4)c(=O)n3C[C@@H]2[C@@H](CO)[C@@H]1C(=O)NCc1ccncn1
 : -36	·	-6	-0.8
> CO[C@H]1CN(C)C(=O)c2ccc(NC(=O)c3cnccn3)cc2OC[C@H](C)N(C(=O)C2CC2)C[C@@H]1C
 : -9	29	·	-0.6
> COc1cccc(S(=O)(=O)N2CCCCN3[C@@H](CO)[C@H](c4ccc(-c5cccnc5)cc4)[C@@H]3C2)c1
 : 107*	4	-8	0.6
> Cc1ccc(S(=O)(=O)Nc2ccc3c(c2)C(=O)N([C@H](C)CO)C[C@H](C)[C@H](CN(C)Cc2ccc4c(c2)OCO4)OCCCC[C@H](C)O3)cc1
 : 63	-76	10	-1.9
> COc1ccc(S(=O)(=O)Nc2ccc3c(c2)C(=O)N([C@H](C)CO)C[C@@H](C)[C@@H](CN(C)Cc2ccc(C(=O)O)cc2)O3)cc1
 : 3	7	-4	1.1
> COCC#Cc1cnc2c(c1)C(=O)N([C@@H](C)CO)C[C@@H](C)[C@@H](CN(C)Cc1ccc(-c3ccccc3)cc1)O2
 : 121	-57	-1	1.4
> C[C@H](CO)N1C[C@H](C)[C@@H](CN(C)C(=O)NC2CCCCC2)Oc2ccc(NS(=O)(=O)c3cn(C)cn3)cc2CC1=O
 : -3	28	-2	-3.4
> Cc1cccc(S(=O)(=O)N2C[C@@H](O)COC[C@@H]3O[C@H](CC(=O)N4CCN(C)CC4)CC[C@H]32)c1
 : 8	13	-4	-1.4
> C[C@H]1CN([C@@H](C)CO)C(=O)c2cc(NS(C)(=O)=O)ccc2O[C@H]1CN(C)S(=O)(=O)c1cn(C)cn1
 : -55	20	·	-0.9
> C[C@@H]1CN([C@@H](C)CO)C(=O)Cc2cc(NC(=O)C3CCCCC3)ccc2O[C@@H]1CN(C)C(=O)Nc1ccc(F)cc1
 : 3	-6	-4	1.4
> O=C(CN1CCOCC1)NCC[C@H]1CC[C@H](NS(=O)(=O)c2ccc(Cl)cc2)[C@H](CO)O1
 : -18	31	0	0.6
> O=C(C1CCCCC1)N1[C@@H](CO)[C@@H](c2ccccc2)C12CN(Cc1ccc(F)cc1)C2
 : ·	-65	13	-0.6
> CCC(=O)Nc1ccc2c(c1)OC[C@H](C)N(CC1CCOCC1)C[C@H](C)[C@H](OC)CN(C)C2=O
 : 19	-4	·	44*
> CN1c2ccc(Br)cc2[C@H]2[C@H](CCN2C(=O)C2CCCC2)[C@H]1CO
 : ·	0	15	0.8
> Cc1ccc(-c2cnc3c(c2)C(=O)N([C@H](C)CO)C[C@@H](C)[C@@H](CN(C)C(=O)c2ccncc2)O3)cc1
 : 6	-10	-2	-0.1
> N#C[C@@H]1[C@H](c2ccc(-c3ccccc3F)cc2)[C@H](CO)N1C(=O)C1CCOCC1
 : 39	-1	3	-0.4
> COc1ccc(NC(=O)Nc2cccc3c2O[C@@H](CN(C)C(=O)NC(C)C)[C@H](C)CN([C@H](C)CO)C3=O)cc1
 : 19	-26	-1	6.1
> COCC#Cc1ccc2c(c1)O[C@@H](CN(C)C(=O)CC1CC1)[C@@H](C)CN([C@H](C)CO)S2(=O)=O
 : 73	-64	1	1.2
> COc1ccc(S(=O)(=O)N2C[C@@H](O)COC[C@@H]3O[C@H](CC(=O)N[C@@H]4CCN(Cc5ccccc5)C4)CC[C@H]32)cc1
 : 81	·	1&-12	1.2
> C[C@@H]1CN([C@H](C)CO)S(=O)(=O)c2ccc(C#Cc3ccncc3)cc2O[C@H]1CN(C)C(=O)Nc1ccc2c(c1)OCO2
 : 35	-54	0	13
> COc1ccccc1C#Cc1ccc([C@H]2[C@H]3CN(CCC(F)(F)F)CCCCN3[C@H]2CO)cc1
 : 43	-36	15	-1.8
> C[C@H](CO)N1C[C@H](C)[C@H](CN(C)C(=O)NC2CCCCC2)OCCCC[C@H](C)Oc2ccc(NS(=O)(=O)c3ccc(Cl)cc3)cc2C1=O
 : 88	-59	9	1.0
> O=C(c1ccc2c(c1)OCO2)N1C[C@@H]2[C@H](c3ccccc31)[C@@H](CO)N2C(=O)CC1CC1
 : 39	-16	12	-2.6
> CC(=O)N(C)C[C@H]1Oc2ncc(C#Cc3ccc(F)cc3)cc2C(=O)N([C@H](C)CO)C[C@@H]1C
 : ·	-35	·	-2.7
> C[C@@H]1CN([C@H](C)CO)C(=O)c2c(c3ccccc3n2C)-c2ccccc2CO[C@@H]1CN(C)S(=O)(=O)c1ccc(C(F)(F)F)cc1
 : ·	-86*	2	-1.4
> C[C@H]1CN([C@@H](C)CO)C(=O)c2cccc(NS(=O)(=O)c3ccccc3)c2O[C@@H]1CN(C)Cc1ccncc1
 : -37	-14	-3	-0.6
> Cc1ccc(S(=O)(=O)NCC[C@H]2CC[C@@H](NC(=O)c3cccc(F)c3)[C@@H](CO)O2)cc1
 : 1	13	·	44*
> C[C@H](CO)N1C[C@H](C)[C@H](CN(C)Cc2ccc(C(F)(F)F)cc2)Oc2ccc(NC(=O)Nc3ccc(C(F)(F)F)cc3)cc2CC1=O
 : 37	-33	12	-2.1
> CCCNC(=O)[C@@H]1[C@@H](CO)[C@@H]2Cn3c(ccc(-c4cccc(F)c4)c3=O)[C@H]1N2CCC
 : 2	7	-5	-0.9
> COc1cccc(C(=O)Nc2ccc3c(c2)C(=O)N(C)[C@H]2CC[C@H](CC(=O)NCc4ccccc4F)O[C@@H]2CO3)c1
 : 21	-34	0	-0.1
> COc1cccc(C#Cc2ccc3c(c2)[C@@H]2[C@@H](CCN2C(=O)c2ccc(F)cc2)[C@@H](CO)N3)c1
 : 76	-47	-4	-1.1
> O=C(NCCCN1CCOCC1)[C@H]1[C@H](CO)[C@H]2Cn3c(cccc3=O)[C@@H]1N2C(=O)C1CCCC1
 : ·	40	2	0.3
> C[C@@H]1CN([C@H](C)CO)C(=O)CCCn2cc(nn2)CO[C@@H]1CN(C)Cc1ccc(-c2ccccc2)cc1
 : -110	-12	-7	1.4
> Cc1noc(C)c1NC(=O)Nc1ccc2c(c1)C(=O)N([C@H](C)CO)C[C@H](C)[C@H](CN(C)CC1CC1)OCCCC[C@@H](C)O2
 : 46	9	0	-0.4
> CCS(=O)(=O)N1[C@H](C#N)[C@@H](c2ccc(C#CCC3CCCC3)cc2)[C@@H]1CO
 : 89	-15	-9	-0.3
> CCCNC(=O)N(C)C[C@H]1Oc2ncc(C#CCC3CCCC3)cc2C(=O)N([C@@H](C)CO)C[C@H]1C
 : 3	-8	3	-1.2
> O=C(C[C@H]1C[C@H]2c3cc(NS(=O)(=O)c4ccccc4)ccc3O[C@H]2[C@H](CO)O1)N1CCOCC1
 : -19	14	-5	0.5
> COc1ccc(S(=O)(=O)Nc2ccc3c(c2)C(=O)N([C@@H](C)CO)C[C@H](C)[C@H](CN(C)C(=O)CCCN(C)C)OCCCC[C@H](C)O3)cc1
 : -8	-9	0	0.4
> CC(=O)N[C@@H]1C[C@@H]2O[C@H](CO)CC[C@@H]2O[C@@H]1CCc1ccc(-c2ccc(F)cc2)cc1
 : ·	-27	-3	·
> C/C=C/c1cnc2c(c1)C(=O)N([C@H](C)CO)C[C@H](C)[C@H](CN(C)S(=O)(=O)c1cn(C)cn1)O2
 : ·	24	7	-1.4
> Cc1ccc(-c2cnc3c(c2)C(=O)N([C@@H](C)CO)C[C@H](C)[C@H](CN(C)C(=O)Cc2ccncc2)O3)cc1
 : -20	-37	-6	-0.4
> O=C(c1ccccn1)N1C[C@H]2[C@@H](c3ccccc31)[C@@H](CO)N2C(=O)Cc1ccccc1
 : -5	-7	-4	0.0
> CN1c2ccc(-c3ccc(F)cc3)cc2[C@@H]2[C@@H](CCN2C(=O)c2ccncc2)[C@@H]1CO
 : 68	7	7	-0.5
> COc1ccc(S(=O)(=O)N[C@H]2CC[C@@H](CC(=O)N3CCN(c4ccccc4)CC3)O[C@@H]2CO)cc1
 : -25	-10	-8	1.7
> C[C@H]1CN([C@@H](C)CO)C(=O)Cc2cc(NS(=O)(=O)c3ccc(F)cc3)ccc2O[C@H]1CN(C)S(=O)(=O)c1cn(C)cn1
 : -27	1	1	-1.6
> CO[C@H]1CN(C)C(=O)c2ccc(NC(=O)c3ccc(F)cc3)cc2OC[C@@H](C)NC[C@H]1C
 : 3	8	·	0.3
> C[C@H](CO)N1C[C@H](C)[C@@H](CN(C)C(=O)Nc2ccc3c(c2)OCO3)Oc2c(NC(=O)c3ccncc3)cccc2C1=O
 : -227	36	-1	2.5
> C[C@@H]1CN([C@@H](C)CO)C(=O)Cc2cc(NS(=O)(=O)c3ccccc3)ccc2O[C@H]1CN(C)S(=O)(=O)c1ccc(Cl)cc1
 : 29	-44	-1	0.1
> Cc1noc(C)c1S(=O)(=O)N(C)C[C@@H]1Oc2ccc(NC(=O)Nc3ccccc3)cc2CC(=O)N([C@@H](C)CO)C[C@H]1C
 : 26	-6	·	-0.9
> CCC(=O)N1CC(=O)N2[C@H](CO)[C@H](c3ccc(C#Cc4cccc(F)c4)cc3)[C@@H]2C1
 : ·	-12	10	0.7
> CCCNC(=O)N(C)C[C@H]1Oc2ncc(C3=CCCC3)cc2C(=O)N([C@H](C)CO)C[C@H]1C
 : ·	29	1	1.7
> Cc1ccc(S(=O)(=O)N(C)C[C@H]2OCCCC[C@H](C)Oc3ccc(NC(=O)Nc4ccccc4)cc3C(=O)N([C@@H](C)CO)C[C@@H]2C)cc1
 : 111*	-83*	6	6.1
> CNC[C@H]1Oc2ccc(NS(=O)(=O)c3cn(C)cn3)cc2CC(=O)N([C@@H](C)CO)C[C@@H]1C
 : 67	-2	1	-0.2
> C[C@@H](NC(=O)C[C@@H]1C=C[C@H](NC(=O)Nc2ccc3c(c2)OCO3)[C@@H](CO)O1)c1ccccc1
 : -16	-5	·	0.6
> O=C(C[C@H]1C[C@H]2c3cc(NC(=O)C4CCOCC4)ccc3O[C@H]2[C@H](CO)O1)NCc1ccc2c(c1)OCO2
 : 36	-2	·	0.5
> COc1ccccc1S(=O)(=O)N[C@H]1C=C[C@@H](CC(=O)N2CCN(C)CC2)O[C@@H]1CO
 : 36	5	-4	0.4
> O=C(C[C@H]1CC[C@@H](NC(=O)Nc2cc(F)ccc2F)[C@H](CO)O1)Nc1ccccc1
 : ·	·	0	-2.4

Going on with the list.
The line under a structure holds: Tcruzi prolif	Pf Dd2 inh	C diff growth	GASC1 inh
> COc1cccc(C#Cc2ccc3c(c2)O[C@H](CN(C)C(C)=O)[C@H](C)CN([C@H](C)CO)S3(=O)=O)c1
 : 63	-55	-15	-1.8
> C[C@H](CO)N1C[C@H](C)[C@H](CN(C)C(=O)Cc2ccccc2)OCCCC[C@H](C)Oc2ccc(NS(=O)(=O)c3ccccc3)cc2C1=O
 : ·	-7	·	-0.8
> Cc1noc(C)c1NC(=O)N(C)C[C@@H]1OCCCC[C@@H](C)Oc2ccc(NS(=O)(=O)c3ccc(F)cc3)cc2C(=O)N([C@H](C)CO)C[C@H]1C
 : -23	-3	0	0.7
> COc1ccc(S(=O)(=O)N(C)C[C@@H]2Oc3ccc(NC(=O)C4CCCCC4)cc3C(=O)N([C@@H](C)CO)C[C@H]2C)cc1
 : 18	-13	-7	0.0
> COc1ccc(CNC(=O)C[C@@H]2C=C[C@@H](NC(=O)c3cccc(F)c3)[C@@H](CO)O2)cc1
 : -53	2	2	-0.3
> Cc1ccc(S(=O)(=O)Nc2ccc3c(c2)C(=O)N([C@@H](C)CO)C[C@H](C)[C@H](CN(C)S(=O)(=O)c2cn(C)cn2)O3)cc1
 : 8	-40	3	4.2
> Cc1noc(C)c1S(=O)(=O)N(C)C[C@H]1Oc2ccc(NS(=O)(=O)c3cn(C)cn3)cc2CC(=O)N([C@H](C)CO)C[C@@H]1C
 : 19	10	-4	0.1

3 of these compounds in a different format:
> O=C(c1ccc2c(c1)OCO2)N1C[C@@H]2[C@H](c3ccccc31)[C@@H](CO)N2C(=O)CC1CC1
  Tcruzi prolif: 39
  Pf Dd2 inh: -16
  C diff growth: 12
  GASC1 inh: -2.6
> O=C(C[C@H]1C[C@H]2c3cc(NS(=O)(=O)c4ccccc4)ccc3O[C@H]2[C@H](CO)O1)N1CCOCC1
  Tcruzi prolif: -19
  Pf Dd2 inh: 14
  C diff growth: -5
  GASC1 inh: 0.5
> C[C@H]1CN([C@@H](C)CO)C(=O)Cc2cc(NS(=O)(=O)c3ccc(F)cc3)ccc2O[C@H]1CN(C)S(=O)(=O)c1cn(C)cn1
  Tcruzi prolif: -27
  Pf Dd2 inh: 1
  C diff growth: 1
  GASC1 inh: -1.6

Screening results (PubChem)
